ERK EGF block: qHTS Assay for Inhibitors of the ERK Signaling Pathway using a Homogeneous Screening Assay; Stimulation with EGF; HEK293-V1b, EGF-stimulated phospho-ERK AlphaScreen; Potency, µM (titrated, usually from 11.5 µM), without a hit: at the top dose activity change, negative = inhibition, most hits filed as inhibitors; hit rate 0.41% among 130,000; AID 1454, 2008; active means well fitted inhibition curve with a large enough effect; inconclusive means small, poorly fitted or top-dose-only effect, or effect the other way;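 further: plate controls were stimulated vehicle wells for no effect and unstimulated vehicle basal for full effect; nearly all actives have a fitted effect of over 55% in size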
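Homogeneous cell-based phospho-ERK assay: HEK293/V1b cells in 1% FBS, compound 30 min then EGF 5 min, AlphaScreen luminescence. Activity normalized between DMSO and 25 nM EGF controls; AC50 from Hill modelling.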
Active calls of the source: *; ? = inconclusive; & = joins results of further samples; [ ] = another dose, or the depositor's remark. Potency means the concentration at half of the fitted maximal effect. An excerpt (hit frequency here may not be typical).

SMILES	ERK EGF block
CN(C)S(=O)(=O)c1ccc(Cl)c(NC(=O)CSc2nc3c(cc2C#N)C(=O)CCC3)c1	-3%
CCC(C)(C(=O)NC1CCCCC1)N(Cc1cccs1)C(=O)c1ccccn1 (centres undefined)	-6%
COc1ccc(Oc2ccc(NC(=O)c3ccccc3C)cc2)cc1	3%
O=C1CN(C(=O)COc2cccc(F)c2)c2ccccc2N1	8%
CCOC(=O)C1=C(C)NC(C)=C(C(=O)OC)C1c1ccco1 (centres undefined)	-1%[57.5 µM]
C/C(CC(=O)NCCCN1CCOCC1)=N\NC(=O)COc1ccc(C)cc1	7%
COc1cccc(C(=O)NC2CCCC2)c1	-2%
Cc1ccccc1-n1nnnc1SCC(=O)N(C)C1CCS(=O)(=O)C1 (centres undefined)	7%
CC(C)CNS(=O)(=O)c1cc(C(=O)OCC(=O)N(C)C2CCS(=O)(=O)C2)c(Cl)cc1Cl (centres undefined)	-2%[57.5 µM]
CCOc1nc(NCCO)nc(Nc2ccccc2F)n1	5%
COc1cc(/C=N/NC(=O)Cn2cnc3ccccc3c2=O)ccc1O	-13%[57.5 µM]
O=C(Nc1ccccc1Cl)c1ccc(-n2cccn2)c([N+](=O)[O-])c1	-9%
COc1cc(/C=C/C(=O)NCCc2ccc(S(N)(=O)=O)cc2)ccc1OCC#N	-3%[57.5 µM]
CC(=O)Oc1ccc(C(=O)[C@H]2[C@H]3C(=O)N(c4ccc(C)cc4C)C(=O)[C@H]3[C@@H]3C=CC=NN32)cc1	-1%[57.5 µM]
Cc1ccc(N/C=C/c2onc(C)c2[N+](=O)[O-])cc1	-12%[57.5 µM]
CCCCOc1cccc(C2C(C(=O)c3cccs3)=C(O)C(=O)N2Cc2cccnc2)c1 (centres undefined)	22%
O=C(O)C(=O)/C(=C\c1cccc(Cl)c1)c1ccc2ccccc2n1	0%
O=c1oc2ccccc2cc1-c1ccc(O)cc1O	5%
CCCN1C[C@H](CSC)C[C@@H]2c3cccc4[nH]cc(c34)C[C@H]21	-1%&0%
Cc1cccc(NC(=S)N(CCCN2CCOCC2)C(C)c2cc3ccccc3o2)c1C (centres undefined)	6%
CN(c1cccc(NC(=O)c2ccccc2N(C)S(=O)(=O)c2ccccc2)c1)S(C)(=O)=O	12%
FC(F)(F)c1cnc(Sc2ncn[nH]2)c(Cl)c1	-1%
O=C(NNC1=NCCC1)c1cccc(S(=O)(=O)N2CCOCC2)c1	2%
CC(C)(C)NC(=O)/C=N/O	-9%
C=CCn1c(N)cc(=O)nc1SCC(=O)Nc1ccccc1C(N)=O	-6%

A draw from above in order of formula weight, highest first:
SMILES	ERK EGF block
CC(C)CNS(=O)(=O)c1cc(C(=O)OCC(=O)N(C)C2CCS(=O)(=O)C2)c(Cl)cc1Cl (centres undefined)	-2%[57.5 µM]
CN(c1cccc(NC(=O)c2ccccc2N(C)S(=O)(=O)c2ccccc2)c1)S(C)(=O)=O	12%
CCC(C)(C(=O)NC1CCCCC1)N(Cc1cccs1)C(=O)c1ccccn1 (centres undefined)	-6%
Cc1ccccc1-n1nnnc1SCC(=O)N(C)C1CCS(=O)(=O)C1 (centres undefined)	7%
C=CCn1c(N)cc(=O)nc1SCC(=O)Nc1ccccc1C(N)=O	-6%
O=C(NNC1=NCCC1)c1cccc(S(=O)(=O)N2CCOCC2)c1	2%
O=C(Nc1ccccc1Cl)c1ccc(-n2cccn2)c([N+](=O)[O-])c1	-9%
O=C(O)C(=O)/C(=C\c1cccc(Cl)c1)c1ccc2ccccc2n1	0%
COc1ccc(Oc2ccc(NC(=O)c3ccccc3C)cc2)cc1	3%
CCOc1nc(NCCO)nc(Nc2ccccc2F)n1	5%
FC(F)(F)c1cnc(Sc2ncn[nH]2)c(Cl)c1	-1%
Cc1ccc(N/C=C/c2onc(C)c2[N+](=O)[O-])cc1	-12%[57.5 µM]
O=c1oc2ccccc2cc1-c1ccc(O)cc1O	5%
CC(C)(C)NC(=O)/C=N/O	-9%

The list goes on:
SMILES	ERK EGF block
O=C1COc2ccc(C(=O)COC(=O)COc3ccccc3[N+](=O)[O-])cc2N1	8%[57.5 µM]
CC1(C)CC(=O)C(C=NCCN2CCNC2=O)=C(O)C1	12%
COc1c(NC(C)=O)c2ccccc2c2ccccc12	-7%[57.5 µM]
CCOC(=O)c1c(NC(=O)C2CCCN(S(=O)(=O)c3ccc(C)cc3)C2)sc2c1CCCC2 (centres undefined)	-1%
O=C(NNC1=NCCCCC1)Nc1cccc(Cl)c1	2%
CC(=O)Nc1sc(N/N=C/c2ccccc2)nc1-c1ccc(C)cc1	-11%[57.5 µM]
O=C1c2ccc3c4c(ccc(c24)C(=O)N1c1cccc(O)c1)C(=O)N(c1cccc(O)c1)C3=O	-2%[57.5 µM]
Cc1ccc(NC(=S)N(CCN2CCOCC2)Cc2ccccc2F)cc1	2%
CN(C)C(CNC(=O)c1oc2ccccc2c1CSc1ncn[nH]1)c1ccco1 (centres undefined)	6%[57.5 µM]
O=C(Nc1cccnc1Cl)c1ccc(Cl)c([N+](=O)[O-])c1	-4%
COc1ccc(/C=C2\CCc3ccccc3C2=O)c(OC)c1OC	-12%[57.5 µM]
Cc1ccc(C(=O)NCCSCc2ccc(Cl)cc2Cl)cc1[N+](=O)[O-]	7%
Cc1cc(N/N=C/c2cccc(Cl)c2)nc(-n2nc(C)cc2C)n1	1%[57.5 µM]
Nc1ccc(C(=O)OCc2nc3cc4ccccc4cc3[nH]2)cc1	-1%
CCN1CCCc2cc(CN(CCN3CCOCC3)C(=S)Nc3cccc(OC)c3)ccc21	?
COc1cccc(/C=C/C(=O)N2CCN(S(=O)(=O)c3ccccc3)CC2)c1OC	1%[57.5 µM]
O=C(NCc1ccco1)C(=O)NCC1OCCN1S(=O)(=O)c1ccc(Br)cc1 (centres undefined)	-4%
COc1ccc(S(=O)(=O)NCc2ccco2)c2ccccc12	0%[57.5 µM]
Cc1ccc([N+](=O)[O-])cc1NC(=S)NC(=O)c1cccs1	5%
O=C(CSc1ccc2ccccc2n1)Nc1ccc(N2CCOCC2)cc1	1%
CC1=NN(c2ccc(C(=O)O)c(N)c2)C(=O)C1	1%[57.5 µM]
NS(=O)(=O)c1ccc(CCNC(=O)CSCc2ccccc2)cc1	-4%
Cn1c(SCC(=O)Nc2ccc3nc(SCC(=O)NC4CC4)sc3c2)nnc1-c1ccccc1	6%
Cc1cccc(OCC(=O)Nc2ccc3c4c(cccc24)CC3)c1C	-4%
O=C(O)C1=C[C@H](c2coc3ccccc3c2=O)C[C@H](OCc2ccc(CO)cc2)O1	5%[57.5 µM]

More records follow:
SMILES	ERK EGF block
Cc1cc(C)c(OCC(=O)Nc2nc3ccccc3[nH]2)c(C)c1	-7%
CC1=C(C(=O)OCC2CCCO2)C(c2ccccc2)C2=C(CCCC2=O)N1 (centres undefined)	-2%
Clc1ccc(-n2nnnc2-c2cnc3ccc(Cl)cc3c2-c2ccccc2)cc1	-3%[57.5 µM]
Cc1ccc(-n2c(-c3cccs3)nc3nc4ccccc4nc32)cc1	16%
COC(=O)Nc1ccc(S(=O)(=O)NCCCCCC(=O)O)cc1	0%
Cc1ccc(S(=O)(=O)N(CC(=O)Nc2ccccc2-c2ccccc2)c2ccc(C)cc2C)cc1	7%
CCOC(=O)C(Cc1ccccc1)C(=O)Nc1cccc(C)c1 (centres undefined)	6%
O=C(N/N=C/c1cc(Br)c(Br)o1)c1ccc2c(c1)OCCO2	2%[57.5 µM]
Cc1cc(N)n2nc(-c3ccccc3)cc2n1	3%
N#C[C@H](Cc1ccc(O)cc1)c1ccc(O)cc1	-6%
Cc1ccccc1OCC(O)Cn1c(=N)n(Cc2ccccc2)c2ccccc21 (centres undefined)	32µM*
COc1ccc(C(=O)CC2OC(=O)c3ccccc32)cc1OC (centres undefined)	4%
CC(C)(CNC(=O)COc1ccccc1Cc1ccccc1)N1CCOCC1	-9%[57.5 µM]
CCOC(=O)c1ccc(NC(=O)c2nc[nH]c2C(=O)NCc2ccccc2)cc1	-5%[57.5 µM]
CCOCC(=O)Nc1cc(Cl)ccc1C	-3%
COC(=O)C12CCC(C)(c3nc4ccccc4nc31)C2(C)C (centres undefined)	-14%
O=c1c(-c2ccc(Cl)cc2)nc2cnc(N3CCOCC3)nc2n1C1CC1	11%
COc1ccc(/C=C2/SC(=O)N(CC(=O)NCCC(C)C)C2=O)cc1OC	-7%
O=C(/C=C/c1cn(CC(O)CN2CCOCC2)c2ccccc12)c1cccs1 (centres undefined)	13%[57.5 µM]
COCCCn1c(C)cc(C(=O)COC(=O)CCc2nc3ccccc3c(=O)[nH]2)c1C	6%[57.5 µM]
COc1ccc(C2C(C(=O)c3cccs3)=C(O)C(=O)N2c2cccc(C)n2)cc1OC (centres undefined)	-28%[57.5 µM]
Cc1ccc(Sc2ncccc2COC(=O)NC(C)C)cc1	-4%
COc1cc(OC)cc(-c2n[nH]c(=S)n2-c2ccc3c(c2)OCO3)c1	-2%
CC1(C)C(=O)C2(CCCCC2)C(=O)OC1c1cccn1-c1ccc([N+](=O)[O-])cc1 (centres undefined)	2%
O=C(O)/C=C/c1ccc(-c2cccc(C(F)(F)F)c2)o1	5%[57.5 µM]

(listing goes on)
SMILES	ERK EGF block
Cc1csc2nc(CNS(=O)(=O)c3ccc(-c4ccccc4)cc3)cn12	1%
O=C(NC(=S)Nc1ccccc1[N+](=O)[O-])c1ccccc1Cl	-17%[57.5 µM]
Cc1ccc(CNC(=O)C(=O)NCC2OCCN2C(=O)c2cccs2)cc1 (centres undefined)	-7%
O=C(c1ccc(Cl)c([N+](=O)[O-])c1)N1CCN(Cc2ccc3c(c2)OCO3)CC1	-13%
CCOC(=O)c1c(NC(=O)CN2CCN(C(=O)c3ccco3)CC2)sc(C(N)=O)c1C	7%
Cc1ccc(N2C(=O)CC(NCC3CCCO3)C2=O)cc1 (centres undefined)	3%
NS(=O)(=O)c1ccc(CCNC(=O)c2ccc3nc4ccc(Cl)cc4c(=O)n3c2)cc1	4%
CCN(c1ccccc1)S(=O)(=O)c1ccc(Cl)c(C(=O)N(CC2CCCO2)C2CCS(=O)(=O)C2)c1 (centres undefined)	39%
Cc1c(C(=O)Nc2cccc(N(C)S(C)(=O)=O)c2)cccc1[N+](=O)[O-]	-1%[57.5 µM]
Cc1cccnc1NC(=S)NCc1ccco1	7%
CCCN(CC1CC1)C(=O)CSc1nnc(-c2ccco2)n1N	-5%[57.5 µM]
CCCCCCn1c(SCCN2CCOCC2)nc2c1c(=O)[nH]c(=O)n2C	1%[57.5 µM]
Cc1ccc(-c2csc(/C(C#N)=C/Nc3ccc4c(c3)OCCO4)n2)cc1	0%
C=CCn1c(=N)c(C#N)cc2c(=O)n3ccccc3nc21	4%
Cc1nn(-c2ccccc2)nc1C(=O)Nc1ccc2[nH]ncc2c1	3%[57.5 µM]
O=C(CNCc1ccccc1)Nc1ccc(Oc2ccccc2)cc1	-6%
CC(=O)NNc1[nH]c2c(c(=O)c1[N+](=O)[O-])c(=O)n(C)c(=O)n2C	-1%
O=C(Nc1ccc2c(c1)C(=O)OC2)Nc1cccc2ccccc12	0%
O=C(CCn1c(=O)oc2ccccc21)NCc1cccs1	-3%
CCC(C)C(=O)Nc1nnc(SCC(=O)Nc2ccccc2F)s1 (centres undefined)	-2%
O=c1[nH]c(N2CCN(Cc3ccccc3)CC2)nc2c1CCC2	-10%
CCOc1cc(CN2CCN(Cc3ccc(C)o3)C(CCO)C2)ccc1OC (centres undefined)	11%
CCSC1=C(C#N)C(CC(C)C)C2=C(CCCC2=O)N1 (centres undefined)	-6%[57.5 µM]
Cc1ccc(NC(=O)NCCSc2ccc(C)cc2)cc1	-4%
CCC(=O)Nc1ccc(Cl)c(NC(=S)NC(=O)COc2ccc(Cl)cc2)c1	7%

(next part)
SMILES	ERK EGF block
CCOc1ccc(CC(=O)NNC(=S)NC)cc1	5%[57.5 µM]
CC(=O)C(Sc1ccc2nnc(-c3ccncc3)n2n1)C(C)=O	8%
COc1ccccc1NC(=O)c1ccc(C(=O)c2ccccc2)o1	4%
CC(=O)Nc1ccc(NC(=O)c2c(C)nn(-c3ccccc3)c2Cl)cc1C	12%
C=CCN(c1ccccc1)S(=O)(=O)c1cccc(C(=O)Nc2nnc(SCC)s2)c1	-4%
OC[C@H]1O[C@@H](n2cnc3c(NCCc4ccccc4)ncnc32)[C@H](O)[C@H]1O	3%
O=S(=O)(c1ccc(-c2csc(-c3cccnc3)n2)cc1)N1CCOCC1	-3%
O=C(Nc1ccc(NC(=O)C23CC4CC(CC(C4)C2)C3)cc1)c1cc(F)c(F)cc1Cl	-1%
COC(=O)C1=C(C)NC(=O)C1(NC(=O)c1cccnc1)C(F)(F)F (centres undefined)	5%
O=C(O)CC12CC3CC(C1)CC(n1ncc(NCc4ccc(F)cc4)c(Cl)c1=O)(C3)C2	3%[57.5 µM]
CCc1cccc2c(C(=O)COC(=O)c3ccc([N+](=O)[O-])s3)c[nH]c12	?
COC(=O)[C@@H]1C[C@@]2(O)[C@@H](O)[C@@H](O)[C@@H](O)C[C@H]2N1Cc1ccc(Cl)cc1	1%
O=C(O)Cc1ccc(NC(=O)Nc2cccc(Cl)c2)cc1	-1%
CCCNC(=O)CSCc1nc(-c2ccc(SC)cc2)oc1C	0%
COc1cccc(-n2nnc3c(=O)n(Cc4c(F)cccc4Cl)cnc32)c1	3%
CCC1(C)CC(=O)NC1=O (centres undefined)	3%&-2%
COc1ccc(C2NC(=O)NC(C)=C2C(=O)OCc2ccc3c(c2)OCO3)cc1OC (centres undefined)	2%
O=C(Nc1ccc(-c2csc(Nc3ccc(Cl)cc3)n2)cc1)c1cc([N+](=O)[O-])cc(C(F)(F)F)c1	4%[57.5 µM]
Cc1cc2c(cc1S(=O)(=O)N(C)c1ccccc1)NC(=O)CO2	1%
COC(=O)C(Oc1ccc2c(-c3ccc(OC)cc3)cc(=O)oc2c1)c1ccccc1 (centres undefined)	3%
Cc1ccc(NC(=O)N(Cc2nc3ccccc3c(=O)[nH]2)Cc2cccs2)cc1	-1%
